Assay outcomes from PubChem.
T cell HTS: T cell immune modulators affecting CD8 T cell-vesicle binding; 2C CD8+ T cell-vesicle binding, flow cytometry; active compounds read low; calls only at 7 µM; actives 0.068% (n = 330,000); AID 2052;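 active means response, share of CD8 T cells binding vesicles, and their 90th percentile fluorescence all below set limits, cut at about 80% in these data, passing the limit was not always enough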
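Assay system – 2C mouse CD8+ T cells · Also added – QL9-loaded Drosophila micro-vesicles · Timing – Cell–vesicle co-incubation 1.5 h at 37 °C, staining 20 min on ice · Signal – flow cytometry of vesicle-bound cells · Measure – percent CD8+ FL2 mean versus row control · Controls – Peptide-free naked vesicles (low) and QL9 vesicles with 0.7% DMSO vehicle (high)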
b-catenin transl: alters nuclear translocation of beta-catenin in HeLa cells; immunofluorescence imaging; nuclear translocation activity, % at 5 µM; actives 0.3% (n = 190,000);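 active means nuclear translocation activity above 50% at 5 µM, with a well cell count of 50 or more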;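 further: per-cell ratio of nuclear to cytoplasmic median beta-catenin stain intensity; plate controls were DMSO negative control for no effect and GSK-3 inhibitor IX positive control for full effect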
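Test system: human HeLa cells, endogenous beta-catenin. Times: 24 h compound exposure, 37°C. Measured by: beta-catenin immunofluorescence imaging with DAPI.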
Lipid droplet: modulators of hepatic lipid droplet formation; actives 0.4% (n = 240,000); inhibition, % at 6.5 µM; AML12 mouse hepatocytes, oleate lipid droplets, BODIPY imaging;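 active means lipid droplet intensity inhibited by at least 50%, with more than 500 cells counted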
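Assay system: AML12 hepatocytes (mouse); Probe or stimulus: oleic acid at 100 µM to induce lipid droplet formation; Dosing: compound at 6.5 µM only; Schedule: compound with oleate, overnight; Detection: fluorescence imaging, 20x objective, two fields per well; Measure: % inhibition of lipid droplet signal.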
Myeloid diff 2: promotes myeloid progenitor differentiation. ER-HoxA9 myeloid progenitors, lysozyme-GFP differentiation, flow cytometry. calls only at 10 µM. actives 1% (n = 360,000);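 active means normalized GFP-positive differentiation at or above the plate's own cutoff, the solvent-only control mean plus 3 SD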;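 further: cells exposed to compound for four days before flow analysis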
West Nile antiviral: West Nile virus antiviral activity, cell-based, CPE readout (AID 1621). West Nile virus-infected cells, CPE inhibition; higher % means a stronger effect. CPE inhibition, % at 10 µM, or IC50 in µM where a hit was titrated. actives 0.02% (n = 290,000); in the data active means a potency from the dose series; further: strong numbers were not always called active
Autophagy HCS: alters autophagy in cells | calls only at 10 µM (by protocol) | MEF GFP-LC3 puncta imaging; test concentration mostly 10 µM | actives 0.98% (n = 190,000);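 active means percentage of spot-positive cells more than 3 SD above its plate mean, without a fluorescence outlier flag or 80% toxicity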;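 further: spot-positive cell cutoff set from DMSO-treated cells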
Insulin prom up: MIN6 insulin promoter up-regulation | z-score at 5 µM | actives 0.3% (n = 190,000) | AID 1625 | MIN6 insulin promoter-GFP reporter, high-content imaging; active compounds read high;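 active means z-score above 3 at 5 µM with at least 500 cells counted in the well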
WT yeast gro inh: growth inhibition of WT yeast, mitochondrial fusion screen. AID 1362. mitochondrial fusion phenotypic screen, WT strain. actives 2.1% (n = 190,000). inhibition, % at 10 µM; in the data active means inhibition above about 58%; tested in S. cerevisiae
MT stabilizer: microtubule stabilizers in HeLa cells; % tubulin-high responders, % at 10 µM; AID 2205; HeLa tubulin immunostaining HCS, 24 h; share of cells brighter than vehicle mean+2SD; actives 0.83% (n = 200,000);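 active means plate Z-score above 3 for both tubulin-high and condensed-nucleus cell shares, with cell loss under 80%, at 10 µM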;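 further: anti alpha tubulin signal scored within the nucleus-defined area of each cell; some results filed as inactive read as strong as hits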
WT yeast gro inh mutant strain: further read-out of WT yeast gro inh, marked with its call; inhibition, %; mitochondrial fusion phenotypic screen, mutant strain inhibition
Insulin prom up cell count: also measured in Insulin prom up; calls as there; cell count; measured here: cytotoxicity, nuclei count;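 total cells summed across four imaged fields per well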
Lipid droplet cells 6.5 µM: second read-out of Lipid droplet, no call of its own (marks repeat the call); cell count; measured here: cell count, cytotoxicity flag;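 cells counted across two imaged fields per well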
b-catenin transl cell count 5 µM: further read-out of b-catenin transl, marked with its call; cell count; measured here: cell count, cytotoxicity flag
T cell HTS vesicle-bound %: second read-out of T cell HTS, no call of its own (marks repeat the call); double positive events, %; measured here: CD8+ vesicle-bound cell fraction;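 binding gate set so that unloaded-vesicle control wells show 10% double positive cells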
MT stabilizer Hoechst-high %: also measured in MT stabilizer; calls as there; % Hoechst-high responders; measured here: nuclear condensation Hoechst responders;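 share of cells brighter than vehicle mean plus two SD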
MT stabilizer cytotoxicity %: recorded beside MT stabilizer, whose call it bears; toxicity, %; measured here: cytotoxicity by cell density;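 0% = mean cell density of plate MIN control wells and 100% = no cells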
Autophagy HCS cell loss 18 h: further read-out of Autophagy HCS, marked with its call; toxicity, %; measured here: cell loss, nuclei count;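 cell loss after 18 h compound exposure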
Myeloid diff 2 GFP+ MAC1+ %: also measured in Myeloid diff 2; calls as there; GFP+ MAC1+ double positive, %; measured here: differentiation confirmed by MAC1 staining
* hit, by the source's call; i = inactive; · = not tested or not shown.

SMILES	T cell HTS	T cell HTS vesicle-bound %	b-catenin transl	b-catenin transl cell count 5 µM	Lipid droplet	Lipid droplet cells 6.5 µM	Myeloid diff 2	Myeloid diff 2 GFP+ MAC1+ %	West Nile antiviral	Autophagy HCS	Autophagy HCS cell loss 18 h	Insulin prom up	Insulin prom up cell count	WT yeast gro inh	WT yeast gro inh mutant strain	MT stabilizer	MT stabilizer Hoechst-high %	MT stabilizer cytotoxicity %
Cc1cc(S(=O)(=O)NCCc2ccccc2)c(C)s1	i	48	1.2	790	·	·	i	0.8	0.3%	i	36	1.9	1212	-4	-16	7.5	3.6	13
Cc1nn(CC(=O)N2N=C(C(F)F)CC2(O)C(F)F)c(C)c1[N+](=O)[O-] (stereo not drawn)	i	31	-1.8	592	-10	739	i	0.3	0.9%	i	11	-0.55	1307	9	-1	2.1	2.6	0.7
Cc1nc(C)c(/C(O)=C/c2nc3ccc([N+](=O)[O-])cc3oc2=O)o1	i	32	-0.5	1092	5	690	·	·	-0.3%	i	31	0.46	1216	-11	-4	3.6	3.3	2.0
O=C(Nc1ccc(C(=O)O)cc1)/C(=C\c1cccc([N+](=O)[O-])c1)NC(=O)c1ccc(Br)o1	i	33	-0.6	1108	2	722	i	0.1	1.1%	i	6	-0.33	1191	-7	12	3.4	1.3	3.3
COc1cc(C(O)c2nc3ccccc3n2C(C)C)cc(OC)c1OC (stereo not drawn)	i	66	·	·	3	844	i	0.8	-0.3%	·	·	·	·	·	·	·	·	·
CC1=CN2C(=N)/C(=C\c3cn(CCCOc4ccccc4)c4ccccc34)C(=O)N=C2S1	i	70	-2.0	1035	11	636	i	0.1	-0.3%	i	10	-0.34	1420	7	-3	8.4	4.8	4.7
Nc1nc(CN2CCN(Cc3ccccc3)CC2)nc(N2CCCc3ccccc32)n1	i	54	-1.8	956	28	715	i	0.0	-0.2%	i	9	0.94	1617	15	6	2.2	3.5	8.8
COc1ccc(Br)c(C(=O)N2CCN(S(=O)(=O)/C=C/c3ccccc3)CC2)c1	i	69	-3.7	1116	-23	687	i	1.0	-0.8%	i	6	0.16	1575	30	5	3.4	1.8	8.1
COc1ccc(C)cc1S(=O)(=O)N(CC(=O)N1CCOCC1)c1cc(C)cc(C)c1	i	65	·	·	-2	850	i	1.2	-0.9%	·	·	·	·	·	·	·	·	·
CC1CCCC(N2C(=O)NC(NC(=O)c3ccco3)(C(F)(F)F)C2=O)C1C (stereo not drawn)	i	41	-5.1	1211	-1	754	i	0.6	0.0%	i	-32	-0.26	1199	-4	-6	5.9	2.3	20
Cc1n[nH]c(C)c1CCC(=O)N/N=C/C=C/c1ccccc1	i	61	1.8	1069	2	605	i	0.4	-0.3%	i	-6	-0.73	1478	-17	7	1.4	2.4	2.7
CN(C(=O)CS(=O)(=O)c1cn(CC(=O)N2CCCCC2)c2ccccc12)c1ccccc1	i	15	·	·	6	685	i	1.1	-0.1%	·	·	·	·	·	·	·	·	·
Cc1ccc(/C=C/S(=O)(=O)Nc2ccc(C)cc2)cc1	i	63	-0.6	1084	1	663	i	0.1	-0.3%	i	4	0.03	1415	11	-14	2.5	2.3	8.2
Cc1ccc(C)c(NC(=O)CSc2nc3ccc(N4C(=O)c5ccccc5C4=O)cc3s2)c1	i	34	-1.0	1089	0	584	i	1.5	-0.4%	i	-7	2	1377	8	-4	1.3	1.8	2.7
COc1cc(S(=O)(=O)N2CCOCC2)ccc1NC(=O)c1cc2c(s1)CCC2	i	37	-0.3	821	·	·	i	0.2	0.6%	i	14	-1.2	962	10	-63	2.9	3.3	14
CSc1ccccc1C(=O)C1CCCN(C(=O)c2cc(C(C)C)no2)C1 (stereo not drawn)	i	24	0.5	993	-14	662	i	0.4	-1.2%	i	1	0.32	1568	-7	-1	1.2	1.4	6.4
CN(CCc1ccccn1)C(=O)CCC1CCCN(C(=O)c2ccccn2)C1 (stereo not drawn)	i	35	-1.2	995	-1	715	i	0.6	-0.5%	i	-8	0.31	1439	-9	-10	1.2	1.0	5.8
CC(C)n1nc(C(=O)OCC(=O)N2CC(=O)Nc3ccccc32)c2ccccc2c1=O	i	40	-1.7	1129	0	721	i	0.8	0.1%	i	10	-0.57	1269	-8	5	6.3	2.9	3.2
Cn1c(SCc2nc3ccccc3[nH]2)nnc1-c1ccccn1	i	59	-1.3	976	-1	623	i	0.9	0.9%	i	-1	-0.37	1608	-1	0	10	7.7	97
CC(=O)c1cccc(NC(=O)CSCc2ccc(Br)cc2)c1	i	44	-1.3	1043	-2	716	i	0.8	0.0%	i	-12	-0.35	1453	-4	-5	3.3	3.3	10

Complete entries, looked up by structure. Screens in order: T cell HTS	T cell HTS vesicle-bound %	b-catenin transl	b-catenin transl cell count 5 µM	Lipid droplet	Lipid droplet cells 6.5 µM	Myeloid diff 2	Myeloid diff 2 GFP+ MAC1+ %	West Nile antiviral	Autophagy HCS	Autophagy HCS cell loss 18 h	Insulin prom up	Insulin prom up cell count	WT yeast gro inh	WT yeast gro inh mutant strain	MT stabilizer	MT stabilizer Hoechst-high %	MT stabilizer cytotoxicity %
Listed for `CC1CCCC(N2C(=O)NC(NC(=O)c3ccco3)(C(F)(F)F)C2=O)C1C` (stereo not drawn) → i	41	-5.1	1211	-1	754	i	0.6	0.0%	i	-32	-0.26	1199	-4	-6	5.9	2.3	20
Listed for `Cc1ccc(C)c(NC(=O)CSc2nc3ccc(N4C(=O)c5ccccc5C4=O)cc3s2)c1` → i	34	-1.0	1089	0	584	i	1.5	-0.4%	i	-7	2	1377	8	-4	1.3	1.8	2.7

The main list resumes with the 4 entries that preceded the break.
SMILES	T cell HTS	T cell HTS vesicle-bound %	b-catenin transl	b-catenin transl cell count 5 µM	Lipid droplet	Lipid droplet cells 6.5 µM	Myeloid diff 2	Myeloid diff 2 GFP+ MAC1+ %	West Nile antiviral	Autophagy HCS	Autophagy HCS cell loss 18 h	Insulin prom up	Insulin prom up cell count	WT yeast gro inh	WT yeast gro inh mutant strain	MT stabilizer	MT stabilizer Hoechst-high %	MT stabilizer cytotoxicity %
CN(CCc1ccccn1)C(=O)CCC1CCCN(C(=O)c2ccccn2)C1 (stereo not drawn)	i	35	-1.2	995	-1	715	i	0.6	-0.5%	i	-8	0.31	1439	-9	-10	1.2	1.0	5.8
CC(C)n1nc(C(=O)OCC(=O)N2CC(=O)Nc3ccccc32)c2ccccc2c1=O	i	40	-1.7	1129	0	721	i	0.8	0.1%	i	10	-0.57	1269	-8	5	6.3	2.9	3.2
Cn1c(SCc2nc3ccccc3[nH]2)nnc1-c1ccccn1	i	59	-1.3	976	-1	623	i	0.9	0.9%	i	-1	-0.37	1608	-1	0	10	7.7	97
CC(=O)c1cccc(NC(=O)CSCc2ccc(Br)cc2)c1	i	44	-1.3	1043	-2	716	i	0.8	0.0%	i	-12	-0.35	1453	-4	-5	3.3	3.3	10
CC(C)CCC(CC(C)O)C(=O)NNC(=S)Nc1ccccc1 (stereo not drawn)	i	34	-0.1	1354	3	711	i	0.6	0.2%	·	·	-0.34	1087	·	·	·	·	·
Cc1cc(C)nc(NC(=O)CSc2nn(C)c(=S)s2)n1	i	47	-2.6	974	-5	645	i	0.8	-0.1%	i	-24	-0.06	1749	-9	-9	5.4	4.7	3.8
COc1ccc2c(c1OC)C(=O)OC2	i	27	-1.0	1130	-1	672	i	2.3	-0.7%	i	-6	1.1	1403	-7	-12	2.5	2.5	5.6
Oc1ccccc1CNc1ccc2c(c1)OCCO2	i	16	1.0	955	-9	688	i	0.0	0.6%	i	13	-0.14	1465	3	1	1.5	1.9	4.2
CCc1nnc(NC(=O)CCn2cnc3ccccc3c2=O)s1	i	51	0.1	1509	-3	718	i	0.3	-0.4%	i	1	0.56	1377	-3	-2	3.0	2.1	8.4
COc1ccc(/C=N/N=C(\N)c2nonc2N)cc1OC	i	8	·	·	-3	704	i	1.2	0.4%	i	8	0.55	1137	-17	2	5.7	2.8	6.9
C=CCOc1ccc(C2NC(=O)c3ccccc3O2)cc1OCC (stereo not drawn)	i	60	·	·	-1	832	i	0.7	1.2%	·	·	·	·	·	·	·	·	·
Cc1c(NC(=O)COC(=O)C2(c3ccc(F)cc3)CCCC2)c(=O)n(-c2ccccc2)n1C	i	54	2.1	1098	4	699	i	0.4	-0.8%	i	3	0.38	1308	-3	1	3.9	3.3	5.5
Nc1nc(Nc2ccccc2F)nc(NCc2ccco2)c1[N+](=O)[O-]	i	25	-0.1	1271	12	731	i	0.3	0.2%	·	·	-1.1	1333	·	·	·	·	·
CCOc1ccc(C(=O)Nc2ccc(S(=O)(=O)Nc3cc(C)on3)cc2)cc1	i	20	·	·	-3	742	i	0.9	0.2%	·	·	·	·	·	·	·	·	·
CCC(C)C(=O)Nn1c(C2CC2)nc2cc(OC)c(OC)cc2c1=O (stereo not drawn)	i	33	-0.9	1087	0	673	·	·	-0.1%	i	7	-0.19	1303	-8	5	4.8	2.0	9.7
CCOC(=O)c1c(C)c(C(=O)NC2CCCCCC2)c(C)n1C	·	·	-0.2	1132	3	712	i	5.6	-0.6%	i	-3	-0.8	1233	-4	-4	2.1	1.8	9.5
CCCc1cc(C(=O)Nc2nnc(C)s2)cs1	i	34	2.4	1203	-1	731	i	3.8	0.1%	i	-7	-0.16	1339	12	8	3.7	1.4	1.6
COc1ccc(C(=O)N=c2nc3ccccn3s2)cc1	i	37	-1.5	1119	·	·	i	1.0	-0.2%	i	3	0.35	980	48	49	6.1	2.1	1.0
CCOc1ccccc1N(CC(=O)NC(C)(C)C)C(=O)c1ccc(CN2CCOCC2)o1	i	57	-0.5	1143	·	·	i	2.2	0.0%	i	-15	-0.05	1114	-17	3	4.5	1.9	4.7
NS(=O)(=O)c1ccc(NC(=O)CN2C(=O)C3C4C=CC(C4)C3C2=O)cc1 (stereo not drawn)	i	22	2.3	922	-32	562	i	0.1	0.4%	i	29	-0.15	1649	-7	-9	2.1	1.1	3.2
CCOC(=O)CNC(=O)C1c2ccccc2Oc2ccccc21	i	60	·	·	9	823	i	0.5	-0.1%	·	·	·	·	·	·	·	·	·
COc1ccc(-c2noc(CSc3ccc(C)cc3)n2)cc1	i	22	·	·	1	743	i	0.5	0.0%	i	4	0.71	864	34	12	4.5	2.4	5.0
